# OX1R antag-1: blocks the human orexin 1 receptor; inhibition, % at 5 µM; CHO/OX1R cells, Fluo-8 calcium fluorescence, orexin A; AID 434989; 0.43% of 330,000 active;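 active = inhibition above its plate's threshold, mean inhibition of all tested compounds on the plate plus 3 SD, cut at about 37% in these data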;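 also: 0% = orexin A challenge wells and 100% = SB-334867-A antagonist wells; not every result past the cut was called active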
# Target sequence (O43613 whole entry, looked up): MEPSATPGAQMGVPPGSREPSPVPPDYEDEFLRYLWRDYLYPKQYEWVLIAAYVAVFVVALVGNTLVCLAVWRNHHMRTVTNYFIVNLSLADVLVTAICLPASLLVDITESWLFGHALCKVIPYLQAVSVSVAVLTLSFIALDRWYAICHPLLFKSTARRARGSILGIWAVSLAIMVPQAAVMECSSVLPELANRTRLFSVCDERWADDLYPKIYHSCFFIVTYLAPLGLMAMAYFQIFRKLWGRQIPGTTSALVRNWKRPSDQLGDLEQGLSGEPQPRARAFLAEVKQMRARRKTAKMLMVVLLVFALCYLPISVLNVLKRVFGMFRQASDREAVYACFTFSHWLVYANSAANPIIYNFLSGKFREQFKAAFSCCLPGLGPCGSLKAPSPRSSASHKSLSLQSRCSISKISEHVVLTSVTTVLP
# CHT allo act: allosteric activators of human choline transporter CHT | Q9GZV3 | 0.49% of 310,000 active | CHT-expressing cells, membrane potential dye, choline EC20; hits give high values; LV-AA mutant CHT in HEK293 cells | B-score at 10 µM | AID 488977;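 active = initial fluorescence not abnormally high and integrated response B-score, plate-corrected, over 3 SD above library mean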
# Target sequence (Q9GZV3 whole entry, looked up): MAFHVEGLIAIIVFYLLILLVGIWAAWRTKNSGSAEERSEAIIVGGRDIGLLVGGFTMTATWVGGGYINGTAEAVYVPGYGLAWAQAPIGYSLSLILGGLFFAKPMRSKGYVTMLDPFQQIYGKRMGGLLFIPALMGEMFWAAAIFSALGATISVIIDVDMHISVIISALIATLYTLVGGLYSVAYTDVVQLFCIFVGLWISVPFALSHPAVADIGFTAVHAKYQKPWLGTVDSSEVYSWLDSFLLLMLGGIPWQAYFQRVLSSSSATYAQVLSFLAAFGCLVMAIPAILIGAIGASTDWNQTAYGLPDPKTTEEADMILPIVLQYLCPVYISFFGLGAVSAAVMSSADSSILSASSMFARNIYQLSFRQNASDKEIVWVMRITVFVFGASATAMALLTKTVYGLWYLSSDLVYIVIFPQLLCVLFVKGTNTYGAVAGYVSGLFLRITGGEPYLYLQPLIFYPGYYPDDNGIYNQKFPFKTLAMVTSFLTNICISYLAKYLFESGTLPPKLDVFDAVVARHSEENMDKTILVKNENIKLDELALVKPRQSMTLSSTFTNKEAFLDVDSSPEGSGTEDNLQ
# OX1R antag-2: antagonists of human orexin 1 receptor (OX1R). OX1R-expressing cells, FRET antagonist read-out. inhibition, % at 6.6 µM. 1.8% of 330,000 active. AID 485270; in the data active = inhibition mostly above about 38%, no sharp cut-off; inactive = mostly below about 40%;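 also: 0% = agonist challenge alone and 100% = reference antagonist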
# * = called active by the depositor; i = inactive; / = not tested or not shown.
SMILES,OX1R antag-1,CHT allo act,OX1R antag-2
Cc1nn(CC(=O)Nc2nnc(C(C)C)s2)c(=O)c2ccccc12,-4,i,6
O=C(COC(=O)c1ccccc1[N+](=O)[O-])Nc1nnc(-c2ccccc2)o1,-10,i,12
CCc1ccc(CN(C)C(=O)C2CCC(=O)N(CCCN3CCCC3=O)C2)cc1 (centres undefined),-3,i,2
O=C(NN1CCOCC1)c1cnn2c(C(F)F)cc(-c3ccccc3)nc12,-15,i,40*
CCC1(CC)Nc2ccccc2C(=O)N1c1ccc(NC(C)=O)cc1,-3,i,0
Cc1ccc(NC(=O)c2cc(C)on2)cc1,-13,i,5
CCOc1ccc(Nc2ncnc3c2cnn3-c2ccccc2)cc1,-3,i,10
O=C(NCCC1CCCCN1S(=O)(=O)c1ccccc1)C(=O)NCc1cccnc1 (centres undefined),-20,i,11
CSc1ccc(-c2nnn(Cc3ccc(C)cc3)n2)cc1,-3,i,9
CCSc1nnc(NC(=O)CSc2sc3c(O)cc(=O)[nH]c3c2C#N)s1,-5,i,3
CC1CN(Cc2ccc(Cl)cc2Cl)CC(C)O1 (centres undefined),-3,i,12
CC(C)Nc1nc(Cl)nc(NNC(=O)C(C)Oc2ccccc2)n1 (centres undefined),-18,i,13
N#CC1=C(N)OC2=C(C(=O)CCC2)C12CCN(C(=O)OCc1ccccc1)CC2,-20,i,18
CC(=O)N1CCN(C2=Nc3cccc4cccc2c34)CC1,-17,9.8*,20
Cc1cc(C)c(C)c(S(=O)(=O)Nc2cccnc2)c1C,-17,i,4
CCOCCCN(C(=O)CCC(=O)Nc1cc(C)on1)C(C(=O)NC(C)(C)C)c1ccccc1Cl (centres undefined),-33,i,12
CCCc1cc(C(N)=O)c(NC(=O)C2CCCO2)s1 (centres undefined),-25,i,7
O=C(O)CCCCCN1C(=O)C(O)=C(C(=O)/C=C/c2ccccc2)C1c1cccc([N+](=O)[O-])c1 (centres undefined),4,i,20
O=C(O)c1cccc(N=C2NC(=O)C(CO)(CO)S2)c1,-6,i,8
CS(=O)(=O)c1ccc(Cl)c(NC(=O)c2ccc3ccccc3c2)c1,4,i,28
Cc1ccc(C(=O)N/N=C\c2cc3c(cc2Br)OCO3)cn1,-4,i,18
CC1(C(=O)NC2CCCC2)CCC(=O)N1Cc1ccccc1Cl (centres undefined),-22,i,4
COc1cc(OC)c2c3c(c(C4CCCCC4)nc2c1)CCC3,-42,i,8
CS(=O)(=O)N(CC(=O)N1CCOCC1)c1cccc([N+](=O)[O-])c1,-8,i,15
COc1ccc(N2CCN(S(=O)(=O)CCNC(=O)COc3cccc(OC)c3)CC2)cc1,-36,i,14
# Other entries follow.
SMILES,OX1R antag-1,CHT allo act,OX1R antag-2
NS(=O)(=O)c1cnccc1Nc1cccc(F)c1,5,i,1
CCC1CN(C(=O)N2CCC(C(=O)NCc3ccco3)CC2)c2ccccc2O1 (centres undefined),-28,i,5
COc1cc(C(=O)NCCSc2ccccc2)cc(OC)c1OC,-41,i,19
Cc1cccc(-c2n[nH]c(=S)n2/N=C/c2ccc(C)o2)c1,3,i,51
Cc1cccc(NC(=O)c2ccc3ccccc3n2)c1C,-31,i,20
CC(=O)C1=C(C)NC(SCc2cccc3ccccc23)=C(C#N)C1c1ccco1 (centres undefined),-24,i,10
CC(C)[C@@H](CSc1ccccc1)N1CCN(Cc2ccccc2)CCC1=O,-17,i,31
O=C(NC1CCCCC1)c1ccc(S(=O)(=O)N2CCOCC2)cc1,6,i,1
CC(C)CCNC(=O)CCNS(=O)(=O)c1ccc(Cl)cc1,-22,i,11
Cc1ccc(SCC(=O)OCC(=O)NCCC2=CCCCC2)cc1,-24,i,14
O=Nc1c(O)[nH]c2ccc(F)cc12,0,i,15
COc1ccc(/C=N/N(C)c2cc(=O)n(C)c(=O)[nH]2)cc1OC,3,i,10
Cc1c(Cl)cccc1NC(=O)CC(C(=O)O)C1CCCO1 (centres undefined),-8,i,6
COC(=O)c1sc(S(=O)(=O)N2CC(C)OC(C)C2)c(C(=O)OC)c1C (centres undefined),-29,/,-3
CCOC(=O)c1c(NC(=O)CSc2nnc(-c3ccc(C)cc3)o2)sc(C(C)=O)c1C,-27,i,21
O=C(Nc1nnc(S(=O)(=O)N2CCCCCC2)s1)c1ccccc1F,-1,i,25
O=C(COc1cc(Cl)c(Cl)cc1Cl)NC(=O)NC1CCCC1,-1,i,12
COC(=O)c1cc(S(=O)(=O)N2CCN(c3cccc(C)c3)C(C)C2)c[nH]1 (centres undefined),9,i,11
Cc1ccc(C(C)C)c(Oc2nnnn2-c2ccccc2)c1,-10,i,11
CCN(CC)C(=O)CSc1n[nH]c(=O)n1CCc1ccccc1,-9,i,7
CC(C)CNC(=O)COCc1cc(-c2ccc3c(c2)OCO3)on1,-10,i,-6
COc1ccc(OC)c(S(=O)(=O)N2c3cc(F)ccc3CCC2C)c1 (centres undefined),-26,i,44
O=C(COC(=O)Cc1cccs1)Nc1cccc(S(=O)(=O)N2CCOCC2)c1,-11,i,34
COc1ccc(-c2csc3nc(C)nc(N4CCN(C(C)=O)CC4)c23)cc1OC,-28,i,26
COc1ccc(C2Nc3ccccc3C(=O)N2O)cc1CN1CCOCC1 (centres undefined),-21,i,7
# Continued:
SMILES,OX1R antag-1,CHT allo act,OX1R antag-2
CC(=O)c1c(C)[nH]c(C(=O)Nc2nc(-c3ccccc3)c(C)s2)c1C,-4,i,6
N#Cc1ccc(N2CCN(C(=O)c3cccs3)CC2)c(F)c1,-20,i,-8
Nc1cc(S(=O)(=O)N2CCCCC2)ccc1Oc1ccc(Cl)cc1,-20,i,-20
Cc1ccc(NC(=S)N2CCN(C(=O)c3ccccc3)CC2)c(C)c1,-16,i,11
CCN(CC)c1ccc(NC(=O)CN2CCN(CC(=O)Nc3ccc(F)cc3)CC2)cc1,-24,i,-1
Cc1cccc(CCNC(=O)C2CCN(S(=O)(=O)N3CCOCC3)CC2)c1,-15,i,-2
Cc1csc(-c2cnn(-c3ccccc3)c2NC(=O)c2ccccc2)n1,-26,i,14
O=C(Cn1cnc2c(cnn2-c2ccccc2)c1=O)Nc1ccc(S(=O)(=O)N2CCOCC2)cc1,-21,i,18
Cc1nc2c(Cl)cccc2[nH]1,-4,i,16
COc1ccc(C(=O)NC2CC3CCCC(C2)N3CC(C)C)cc1OC (centres undefined),-23,i,22
CC[C@]12c3[nH]c4cc(CCC(=O)N(C)C)ccc4c3CCN1C(=O)[C@@H](CC(=O)NCCc1ccccn1)C[C@@H]2C(=O)N1CCN(C(=O)c2ccco2)CC1,-14,/,4
COC(=O)C(CCSC)NC(=O)/C=C/c1ccc(OC)cc1 (centres undefined),-9,i,13
COc1ccc(C(=O)NC(=S)Nc2ccccc2N2CCCCC2)cc1[N+](=O)[O-],-38,i,16
CC(=O)c1ccc(NC(=O)c2noc3c2CCCCC3)cc1,-32,i,-1
COc1ccc(C(=O)N(C)C2CCCCC2)cc1OC1CCN(C(C)C)CC1,-23,i,24
CCOC(=O)C(NC(=O)CC)(Nc1ccc(S(=O)(=O)Nc2ncccn2)cc1)C(F)(F)F (centres undefined),-18,i,8
O=C(NCc1ccccc1)c1ccc2c(=O)n(CC3CCCO3)c(=S)[nH]c2c1 (centres undefined),-14,i,19
O=C(CSCc1ccccc1)N=Nc1c(O)[nH]c2ccccc12,-14,i,36
O=[N+]([O-])c1cccc(S(=O)(=O)Nc2ccc(Cc3ccncc3)cc2)c1,-12,i,14
Cn1nnnc1SCc1ccc(C(=O)Nc2ccc(Br)cc2)cc1,-13,i,6
O=C(NC(=S)Nc1ccc(Cl)cc1Cl)C1CC1,4,i,9
CCOc1ccc2nc(N3CCCC(C(=O)NCCCN4C(C)CCCC4C)C3)sc2c1 (centres undefined),-31,i,-4
CCOCCCNC(=O)C1CCCN(S(=O)(=O)c2cccc3nsnc23)C1 (centres undefined),-26,i,38
COc1ccc(Cl)cc1NC(=O)c1nnn(CC(=O)Nc2cc(C)cc(C)c2)c1N,-16,i,8
CC(C)CO/C(=N/S(=O)(=O)c1ccccc1)c1ccccc1,-15,i,-2

# Shown with tabs: part of the list above
Structure	OX1R antag-1	CHT allo act	OX1R antag-2
O=C(CSCc1ccccc1)N=Nc1c(O)[nH]c2ccccc12	-14	i	36
O=[N+]([O-])c1cccc(S(=O)(=O)Nc2ccc(Cc3ccncc3)cc2)c1	-12	i	14

# New compounds follow.
SMILES,OX1R antag-1,CHT allo act,OX1R antag-2
CN(CC1CCCN(CCc2ccc(Cl)cc2)C1)C(=O)CC(F)(F)F (centres undefined),-32,i,3
CCc1ccc(-c2cc(C(=O)N/N=C/c3ccccn3)[nH]n2)cc1,-29,i,8
Cc1ccc(S(=O)(=O)N2CCC(C(=O)NNC(=O)c3ccccc3O)CC2)cc1C,-16,i,22
O=C(O)c1ccccc1NC(c1ccccc1)c1ccc(Cl)cc1 (centres undefined),-17,i,16
O=C(CSc1cccc(C(F)(F)F)c1)Nc1nnc(C2CC2)s1,9,/,3
Cc1ccc(NC(=O)c2ccc(Cl)nc2)cc1,-9,i,6
COc1ccc(OC)c(/C=N/NC(=O)C(=O)N2CCCCCC2)c1,-25,i,0
ON1C2CCCCC2N(O)C1c1ccccc1C(F)(F)F (centres undefined),-4,i,1
CC(C)(C)[C@H]1C=C(C(=O)NCc2nc3ccccc3[nH]2)O[C@@H](OCCCCO)C1,-9,i,12
O=C(NCc1cccnc1)Nc1ccc(Cl)cc1Cl,-12,i,7
CCn1c(SCC(=O)Nc2ccccc2C(=O)OC)nnc1-c1ccc(N)cc1,-6,i,6
Cc1ccc(CSc2nc3c(c(N(C)C)n2)CCCC3)cc1,-16,i,26
CCOc1cccc(CN2CCCC(C(=O)c3cccc(C(F)(F)F)c3)C2)c1O (centres undefined),-24,i,16
O=C(c1cnn2c(C(F)F)cc(-c3ccccc3)nc12)N1CCN(Cc2ccc3c(c2)OCO3)CC1,-44,i,34
COc1ccc(NC(=O)CSCC(=O)NCc2cccc(C(F)(F)F)c2)cc1,2,/,9
c1cncc(-c2cnc3ccccc3c2)c1,-10,/,3
CCN1CCN(C(c2cccnc2)c2cc(Cl)c3cccnc3c2O)CC1 (centres undefined),-35,i,7
CC(C)(C)C(=O)N1CCN(c2ccc(Cl)cc2[N+](=O)[O-])CC1,-10,i,15
CCN(CC)CCN1c2ccccc2Sc2ccccc21,-19,i,16
COc1cc(C2C(C(=O)/C=C/c3ccccc3)=C(O)C(=O)N2c2ccccn2)ccc1O (centres undefined),7,i,35
Cc1ccc(-n2c(C)cc(/C=N\NC(=O)CC(=O)NC(C)C)c2C)cc1,-8,11*,8
Cc1cc(C(=O)Nc2ccccc2C(=O)O)ccc1NC(=O)COc1cccc(C)c1C,-7,i,6
CN1C(=O)C2(OCC(CO)([N+](=O)[O-])CO2)c2ccccc21 (centres undefined),-12,i,10
O=C(O)C1CCN(c2ccc(Cl)nn2)CC1,-9,i,7
COc1ccc(C(=O)Nn2c(C)nc3ccccc3c2=O)cc1,-1,i,0

# 18 neighbouring records from above, quoted:
SMILES,OX1R antag-1,CHT allo act,OX1R antag-2
CN(CC1CCCN(CCc2ccc(Cl)cc2)C1)C(=O)CC(F)(F)F (centres undefined),-32,i,3
CCc1ccc(-c2cc(C(=O)N/N=C/c3ccccn3)[nH]n2)cc1,-29,i,8
Cc1ccc(S(=O)(=O)N2CCC(C(=O)NNC(=O)c3ccccc3O)CC2)cc1C,-16,i,22
O=C(O)c1ccccc1NC(c1ccccc1)c1ccc(Cl)cc1 (centres undefined),-17,i,16
O=C(CSc1cccc(C(F)(F)F)c1)Nc1nnc(C2CC2)s1,9,/,3
Cc1ccc(NC(=O)c2ccc(Cl)nc2)cc1,-9,i,6
COc1ccc(OC)c(/C=N/NC(=O)C(=O)N2CCCCCC2)c1,-25,i,0
ON1C2CCCCC2N(O)C1c1ccccc1C(F)(F)F (centres undefined),-4,i,1
CC(C)(C)[C@H]1C=C(C(=O)NCc2nc3ccccc3[nH]2)O[C@@H](OCCCCO)C1,-9,i,12
O=C(NCc1cccnc1)Nc1ccc(Cl)cc1Cl,-12,i,7
CCn1c(SCC(=O)Nc2ccccc2C(=O)OC)nnc1-c1ccc(N)cc1,-6,i,6
Cc1ccc(CSc2nc3c(c(N(C)C)n2)CCCC3)cc1,-16,i,26
CCOc1cccc(CN2CCCC(C(=O)c3cccc(C(F)(F)F)c3)C2)c1O (centres undefined),-24,i,16
O=C(c1cnn2c(C(F)F)cc(-c3ccccc3)nc12)N1CCN(Cc2ccc3c(c2)OCO3)CC1,-44,i,34
COc1ccc(NC(=O)CSCC(=O)NCc2cccc(C(F)(F)F)c2)cc1,2,/,9
c1cncc(-c2cnc3ccccc3c2)c1,-10,/,3
CCN1CCN(C(c2cccnc2)c2cc(Cl)c3cccnc3c2O)CC1 (centres undefined),-35,i,7
CC(C)(C)C(=O)N1CCN(c2ccc(Cl)cc2[N+](=O)[O-])CC1,-10,i,15

# Continued:
SMILES,OX1R antag-1,CHT allo act,OX1R antag-2
COc1ccc(CNC(=O)c2cc3cc(OC)ccc3oc2=O)cc1,-14,i,18
CC(C)n1c(N2CCN(CC(=O)NCc3cccs3)CC2)nc2ccccc21,-34,i,9
CCN(CC)c1ccc(NC(=O)CSc2nc3ccccc3c(=O)n2-c2cc(S(=O)(=O)N(C)C)ccc2C)cc1,-10,i,30
CCC(C)(C)NC(=O)CN(C(=O)CCC(=O)Nc1nccs1)c1ccc(C)cc1,-14,i,15
O=C(CSc1nc2ccccc2c(=O)n1CC1CCCO1)NCC1CCCO1 (centres undefined),-21,i,9
Clc1cccc2sc(N3CCCCC3)nc12,-14,i,10
CC(C)CC(=O)NC(=S)Nc1ccccn1,8,i,1

# Screens: PubChem BioAssay, several laboratories
